Cycloheximide cs – Cycloheximide Counterscreen for Small Molecule Inhibitors of Shiga Toxin | 300,000 compounds, 12% hits | cell reporter, cycloheximide protein synthesis inhibition counterscreen | max response, %; in the data active = max response mostly above about 13%, no sharp cut-off; inactive = mostly below about 14%; also: read at 38.3 µM for the half of the compounds with a filed dose; 0% is about no effect
Shiga inhibitor – A qHTS for Small Molecule Inhibitors of Shiga Toxin. inhibition, % at 38.7 µM. AID 2315, 2010. Vero cells, Shiga toxin protein synthesis inhibition reporter. 290,000 compounds, 9.2% hits; in the data active = inhibition mostly above about 28%, no sharp cut-off; inactive = mostly below about 43%; also: 0% is about no effect
HCMV antiviral – qHTS Assay for inhibitors of the human cytomegalovirus (HCMV); AID 1259415, 2018; 410,000 compounds, 4.5% hits; activity change, negative = inhibition, % at 57.5 µM; HFF cells, HCMV-luciferase reporter, 72 h; stronger effect = lower value; in the data active = activity change below about -60%; inconclusive = no clear call, values can overlap the other calls; inactive = above about -39%; also: % is scaled to controls: 0 for no effect and ±100 for the full control effect
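Steps: HFFs plated, 16 h 37C; compounds added; HCMV-luciferase added to MOI 1 PFU/cell; 72 h 37C; OneGlo reagent, 5 min room temperature; luminescence read, normalized to controls.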
AMA1-RON2 inh – qHTS for Inhibitors of AMA1-RON; Towards Development of Antimalarial Drug Lead: Primary Screen; 360,000 compounds, 0.2% hits; AlphaScreen AMA1-biotinylated RON2 peptide binding; Plasmodium falciparum AMA1 (3D7) - RON2 peptide interaction; AID 720542, 2013; Potency, µM (doses to about 58.2 µM), inactives show at the top dose activity change, negative = inhibition, actives largely listed as inhibitors;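 also: potency is read from the fitted curve at half-maximal effect; 0% = vehicle wells and -100% = peptide control; nearly all actives have a fitted effect of over 45% in size; some results filed as inactive show a strong effect at the top dose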
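AMA1 (3D7) with his tag at 25 nM final met compounds first, then biotinylated RON2 peptide at 25 nM; detection used donor plus acceptor beads, 10 µg/mL apiece, read by AlphaScreen after 30 min at room temperature.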
AmpC inh no detg – qHTS Inhibitors of AmpC Beta-Lactamase (assay without detergent). P00811. AmpC nitrocefin hydrolysis, absorbance 480 nm, 0.0001% Triton. Potency, µM (titrated, usually from 57.1 µM), without a hit: top-dose activity change, negative = inhibition, hits mostly inhibitors. 330,000 compounds, 0.52% hits;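 also: potency is read from the fitted curve at half-maximal effect; plate controls were no compound for no effect and no enzyme for full effect; nearly all actives have a fitted effect of over 20% in size; some results filed as inactive show a strong effect at the top dose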
Target sequence (P00811 whole entry, looked up): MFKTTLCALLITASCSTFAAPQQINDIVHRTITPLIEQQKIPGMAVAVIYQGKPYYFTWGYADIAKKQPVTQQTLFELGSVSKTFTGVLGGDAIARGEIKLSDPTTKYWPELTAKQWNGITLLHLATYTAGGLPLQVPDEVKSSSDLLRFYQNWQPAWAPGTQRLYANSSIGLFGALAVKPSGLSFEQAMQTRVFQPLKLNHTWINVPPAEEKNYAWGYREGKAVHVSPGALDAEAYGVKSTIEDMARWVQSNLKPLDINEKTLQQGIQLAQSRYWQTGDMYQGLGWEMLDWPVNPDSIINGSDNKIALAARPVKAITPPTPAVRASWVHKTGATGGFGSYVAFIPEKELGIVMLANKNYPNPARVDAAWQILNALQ
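20 mM phosphate pH 7.0 + 0.01% (detergent screen) or 0.0001% Triton X-100; 5.3 nM AmpC reagent; cpd preinc 15 min RT; nitrocefin (800 uM stock) to start; A480 q20 s × 4 min; Activity was normalised to no-enzyme and no-compound control wells.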
FBPA Giardia inh – qHTS Assay for Inhibitors of Fructose-1,6-bisphosphate Aldolase from Giardia Lamblia. A8B2U2. purified Giardia FBPA. Potency, µM (series often up to 59.6 µM), for the others: at the highest dose activity, negative = inhibition, usual class: inhibitors. 290,000 compounds, 0.71% hits. AID 2451, 2010; also: potency is read from the fitted curve at half-maximal effect; % is scaled to controls: 0 for no effect and ±100 for the full control effect; nearly all actives have a fitted effect of over 55% in size
Target sequence (A8B2U2 whole entry, looked up): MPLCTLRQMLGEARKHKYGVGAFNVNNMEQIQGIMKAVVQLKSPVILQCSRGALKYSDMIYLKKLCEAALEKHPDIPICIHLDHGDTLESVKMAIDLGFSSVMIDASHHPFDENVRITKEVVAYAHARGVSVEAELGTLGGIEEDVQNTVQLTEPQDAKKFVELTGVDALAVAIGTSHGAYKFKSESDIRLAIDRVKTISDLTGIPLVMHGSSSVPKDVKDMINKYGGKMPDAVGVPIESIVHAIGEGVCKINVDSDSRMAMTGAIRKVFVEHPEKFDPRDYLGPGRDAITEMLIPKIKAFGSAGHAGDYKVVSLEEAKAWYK
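40 nM FBPA preincubated 10 min at RT with compound (up to 57.5 uM final), then substrate plus GAPDH/TPI/NAD/arsenate coupling and diaphorase/resazurin added. Fluorescence read after 20 min at RT, 525/598 nm.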
AmpC detergent – qHTS Inhibitors of AmpC Beta-Lactamase (assay with detergent) | P00811 | AmpC hydrolysis of nitrocefin, absorbance 480 nm, 0.01% Triton | Potency, µM (doses to about 114 µM), for the others: top-dose activity change, negative = inhibition, most hits filed as inhibitors | 370,000 compounds, 0.041% hits | AID 485294, 2010;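 also: potency is read from the fitted curve at half-maximal effect; 0% = no-compound wells and -100% = no-enzyme wells; nearly all actives have a fitted effect of over 25% in size; some results filed as inactive show a strong effect at the top dose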
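20 mM phosphate pH 7.0 + 0.01% (detergent screen) or 0.0001% Triton X-100; 5.3 nM AmpC reagent; cpd preinc 15 min RT; nitrocefin (800 uM stock) to start; A480 q20 s × 4 min; Activity was normalised to no-enzyme and no-compound control wells.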
Starred values were filed as active, the others as inactive; ? = inconclusive; . = not tested or not shown; & = joins results of further samples; [ ] = dose if it differs, or a comment. Unless noted, calls follow the shape of the dose curve; as a rule, active = well fitted curve in the direction sought with a large enough effect; inconclusive = small, poorly fitted or top-dose-only effect, or another doubt; inactive = no such curve, though single readings can be large; an effect the other way counts as inactive or inconclusive. Compounds were not picked by outcome; any-hit rate near 16%.

Structure	AmpC inh no detg	Shiga inhibitor	HCMV antiviral	Cycloheximide cs	AmpC detergent	AMA1-RON2 inh	FBPA Giardia inh
O=C(NCCCN1CCCC1=O)c1cccc(S(=O)(=O)NCc2ccccc2)c1	-7%	.	1	.	-10%	53%[activator]	.
CN1CCN(NC(=S)NC2CCCCC2)CC1	-17%	25	-13	-3	-8%	14%	1%
COC(=O)CCCCNC(=O)Nc1ccccc1	3%[11.4 µM]	-19	-32	1	-18%	17%	2%
CC(c1ccccc1)C1CC(=O)N(c2cc(Cl)ccn2)C1=O (stereo unspecified)	-10%	-3	4	-1	-2%	-11%	7%
S=C(c1ccc(-c2ccc(Br)cc2)o1)N1CCOCC1	-18%	92*	125	51*	2%	?	-6%
COc1ccc(NC(=O)Cc2c(SC)c3ccccc3n2Cc2ccccc2)cc1	-27%	10	-87*	-1	-4%	-7%	6%
O=C(NNC(=O)c1cc(-c2ccc(Cl)c(Cl)c2)nc2ccccc12)Nc1ccccc1	-45%	-24	?	8	?	48%[activator]	1%
CCOC(=O)C(C)Sc1nc2c(c(=O)[nH]c(=O)n2C)n1C/C=C(/C)Cl (stereo unspecified)	-2%	-13	44	0	1%	12%	-21%
CC1=C(C(=O)OCCOc2ccccc2)C(c2ccc(C)o2)C2=C(CC(C)(C)CC2=O)N1 (stereo unspecified)	11%	-2	26	-2	?	1%	-5%
COc1cccc(-c2nc(C(=O)NCCCN3CCOCC3)cc3c2[nH]c2ccccc23)c1	321%[activator]	1	-74*	1	?	-20%	-1%
COc1ccccc1NC(=O)c1ccc(NS(=O)(=O)c2cccc3cccnc23)cc1	7.9µM*	-12	26	-7	-3%	-19%	0%
Clc1ccc(CSc2ccc(-c3ccccn3)nn2)cc1	-10%	17	-28	9	0%	-10%	2%
O=C(O)c1ccnc(SCC(=O)c2ccccc2)c1	-10%	-3	42	-2	-9%	2%	20%
COC(=O)C(C)Sc1nc2c(cnn2-c2ccc(F)cc2)c(=O)[nH]1 (stereo unspecified)	-6%	6	-21&18	-1	4%&7%	-5%	-24%
CC1CCN(CC(=O)Nc2ccc(S(=O)(=O)NC3CC3)cc2)CC1	-7%	-9	-16	-1	1%	?	?
CN(C)S(=O)(=O)c1cccc(NC(=O)COC(=O)C2(c3ccccc3F)CCCC2)c1	-21%	15	-26	-3	1%	7%	0%
COc1ccc(CC(=O)NC2CCCCCC2)c(OC)c1	-4%	26	-4	8.5*	12%	10%	-12%
CC1CCCCC1NC(=O)c1ccc(N2CCCC2=O)cc1 (stereo unspecified)	-21%	23	20	11	-1%	3%	1%
COc1ccc(OC)c(S(=O)(=O)N2CCNCC2)c1	63%[activator]	-7	-12	3	3%	-2%	1%
O=C(/C=C/c1ccccc1[N+](=O)[O-])NCc1ccncc1	-6%	-5	24	4	1%	-8%	3%
Cc1ccc(S(=O)(=O)N2CCC(=O)N(C(CO)Cc3ccccc3)CC2)cc1 (stereo unspecified)	5%	-16	-8	-4	-6%	41%[activator]	-3%
COc1ccc(C(=O)c2coc3ccc(OC(C)=O)cc23)cc1	-17%	72*	19	27*	-5%	2%	3%
O=C(NCCc1nc2ccccc2[nH]1)Nc1ccccc1	-28%	-16	6	2	-9%	6%	3%
CCOc1ccc(CCNC(=O)Cn2cccc2C(=O)c2ccccc2)cc1OCC	78%[activator]	-5	-25	6	-1%	17%	4%
Cc1ccc(C2=CC(=O)C[C@H](c3ccc4c(c3)OCO4)C2)cc1	-5%	.	-38	.	11%	-25%	.
CCOC(=O)CSc1nc2ccccc2c(=O)n1CC	-4%	-9	-10	-2	-12%	3%	1%
CN(C)S(=O)(=O)N1CCC(CCCC2CCN(S(=O)(=O)N(C)C)CC2)CC1	.	9	-8	9	-2%	-4%	-11%
CCOc1ccc(NC(=O)COc2ccc(C(=O)NCc3cccc(OC)c3)cc2OC)cc1	-18%	.	27	.	6%	10%	.
CCN1CCC(N(C)C2CCCCC2)CC1	-30%	-32	29	1	2%	3%	?
CN(C)S(=O)(=O)N1CCC(Oc2cccc(C(=O)N3CCCCCCC3)c2)CC1	156%[activator]	17	.	7	-8%	-3%	-18%
CCN(CC)C(=O)c1sc(NC(=O)c2ccc3c(c2)OCO3)c(C#N)c1C	1%	-18	-10	-1	3%	11%	2%
CCn1c(SCC(=O)NCc2ccccc2)nc2c(c1=O)SC(C)C2 (stereo unspecified)	1.6µM*	-5	-20	4	-2%	-7%	-6%
COc1ccc(C(=O)N2CCOCC2)cc1S(=O)(=O)N1CCCc2ccccc21	91%[activator]	-1	105	2	0%	2%	-2%
O=C(C1CCCCN1S(=O)(=O)c1ccccc1)N1CCN(C(c2ccccc2)c2ccccc2)CC1 (stereo unspecified)	7%	13	32	3	6%	-15%	3%
O=C(C1CN(C(=O)c2cc3cc(Cl)ccc3o2)c2ccccc2O1)N1CCCCC1 (stereo unspecified)	2%	.	?	.	-2%	6%[11.6 µM]	.
CC(Oc1ccc2c(-c3ccccc3)cc(=O)oc2c1)C(=O)N1CCC[C@@H]1C(N)=O (stereo partly specified)	28%	65	-2	2	?	7%	21%
O=C(Nc1cccc(S(=O)(=O)Nc2ccccc2Cl)c1)c1ccc(N2CCCC2)c([N+](=O)[O-])c1	-55%	9	-21	1	0%	-5%	5%
COc1cc(C(=O)N[C@@H](C)C(=O)NCc2ccco2)cc(OC)c1OC	-7%[11.4 µM]	-3	85	-1	-9%	-19%	5%
CC1=CC(=O)C2=C(C)C[C@H](O)[C@@H]3[C@H](OC(=O)[C@H]3C)[C@@H]12	-14%	.	-31	.	?	5%	.
Cn1c(SCC(=O)Nc2ccc3cn[nH]c3c2)nnc1-c1cnccn1	83%[activator]	-13	21	-3	?	30%[activator]	?
C/C(=N\NC(=O)COc1ccc(C(C)(C)C)cc1)c1ccc(N2CCOCC2)cc1	-21%	-30	17	24*	-1%	105%[activator]	-4%
COc1cccc(CN2CCN(Cc3ccon3)CC2CCO)c1 (stereo unspecified)	-5%	-6	20	-2	8%	0%	0%
COC(=O)c1cccc(Oc2cccc(C(F)(F)F)c2)n1	-6%	-12	19	8	-8%	8%	-3%
COc1ccccc1N1CCN(C(=O)C2CCCN(c3ncnc4c3nc3n4CCCCC3)C2)CC1 (stereo unspecified)	45%[activator]	27	7	6	-1%	5%	.
O=C(O)c1ccc(O)c(O)c1	1%	14	8	0	-2%	8%	-26%
NC(N)=NCCC[C@@H](N)C(=O)NCC(=O)N[C@@H](CC(=O)O)C(=O)N[C@@H](Cc1c[nH]c2ccccc12)C(=O)O	.	-14	.	-7	.	.	15%
Cc1cccc(-c2noc(CCCC(=O)Nc3cccnc3)n2)c1	-3%	17	-25	8	-16%	0%	-1%
C/C(N)=C(/C#N)C(=O)CSc1ncnc2ccccc12	-22%	18	19	10	-17%	4%	-1%
COC(=O)c1cc(NC(=O)CC2C(=O)NCCN2C(=O)c2ccc(F)cc2)cc(C(=O)OC)c1 (stereo unspecified)	30%	12	38	4	-2%	8%	10%
CC(NC(=S)Nc1ccccc1)C1COc2ccccc2O1 (stereo unspecified)	-31%	-2	?	-3	?	-1%	-2%

2 compounds picked at random from the list so far, as already listed:
Structure	AmpC inh no detg	Shiga inhibitor	HCMV antiviral	Cycloheximide cs	AmpC detergent	AMA1-RON2 inh	FBPA Giardia inh
COc1ccc(C(=O)N2CCOCC2)cc1S(=O)(=O)N1CCCc2ccccc21	91%[activator]	-1	105	2	0%	2%	-2%
CN(C)S(=O)(=O)N1CCC(Oc2cccc(C(=O)N3CCCCCCC3)c2)CC1	156%[activator]	17	.	7	-8%	-3%	-18%

Further structures follow.
Structure	AmpC inh no detg	Shiga inhibitor	HCMV antiviral	Cycloheximide cs	AmpC detergent	AMA1-RON2 inh	FBPA Giardia inh
S=C(NCc1ccc(Cl)cc1Cl)NC1CCCCC1	-26%	19	-78*	12	-11%	-1%[2.32 µM]	2%
O=C(O)c1cccc(N=NN2CCCCCC2)c1	-24%	139*	134	70*	-14%	-10%	20%
COc1cc(C(=S)N2CCOCC2)ccc1OS(=O)(=O)c1ccc(NC(C)=O)cc1	-10%	16	-73*	-2	-8%	3%	22%
Cc1ccc(S(=O)(=O)NCC(=O)OCC(=O)N2CCN(C(=O)c3ccco3)CC2)cc1C	-7%	.	-24	.	-7%	0%	.
COc1ccc(/C=C2/C(=O)OCc3cc(OC)c(OC)cc32)c(OC)c1	19%	-5	-10	-1	-10%	-10%[2.32 µM]	3%
O=C(NCCCN1CCOCC1)c1ccc(S(=O)(=O)Nc2ccccc2F)cc1	-5%	.	-22	.	3%	20%	.
CN(c1ccccc1)S(=O)(=O)c1cccc(NC(=O)c2nn(C)c(=O)c3ccccc23)c1	85%[activator]	.	-25	.	-11%	-1%	.
O=C(COC(=O)CNS(=O)(=O)c1ccc2ccccc2c1)Nc1ccc2c(c1)OCO2	-16%	-9	-27	-3	-12%	-9%[2.32 µM]	-2%
O=C(Nc1ccc(NC(=O)c2cccc([N+](=O)[O-])c2)cc1)c1cccc([N+](=O)[O-])c1	-36%	.	40	30*	-7%	39%[activator]	-1%
Cc1ccc(-c2cc(NC(=O)CSc3n[nH]c(N)n3)n(-c3ccccc3)n2)cc1	-23%	-2	10	3	?	2%	2%
CCc1cccc(CC)c1NC(=O)CSc1nnc(C2CC2)n1N	-12%	.	-13	.	-13%	22%	.
Cc1ccc(S(=O)(=O)Nc2ccc(S(=O)(=O)Nc3ncccn3)cc2)cc1	-14%	21	-21	1	-15%	-1%	3%
COc1cc(/C=C2\SC(=S)N(Nc3ccccc3)C2=O)ccc1O	-21%	62*	52	51*	-13%	?	2%
CS(=O)(=O)c1ccc(C(=O)Nc2cc(-c3ccccc3)nn2-c2ccccc2)cc1	83%[activator]	.	-19	.	-9%	130%[activator]	.
Cc1cc(C)nc(Nc2cccc(Cl)c2)n1	-34%	34	-16	15*	-11%	3%	-16%
Cc1cc(C)n2ncc(C(=O)NCCc3ccccc3)c2n1	.	26	-12	19	-4%	-8%	3%
COc1cc(C2NC(=O)NC(c3ccccc3)=C2C(C)=O)c(Cl)cc1OCC(=O)O (stereo unspecified)	-12%	-11	48	-5	-10%	8%	11%
Fc1ccccc1/C=C1\CCCC2=C1NC(=S)NC2c1ccccc1F (stereo unspecified)	-47%	-3	?	-3	-4%	26%	-11%
